Compound activity as filed in PubChem BioAssay.
TcdB GH inh: blocks C. difficile toxin B glycohydrolase activity; P18177; TcdB glycohydrolase enzymatic assay, plate reader; inhibition, % at 9.99 µM; hit rate 0.24% among 350,000; in the data active = inhibition above about 10%
CCHF vOTU inh: CCHFV vOTU protease inhibition | Pep-AMC fluorescence | inhibition, % at 11.5 µM | hit rate 0.55% among 370,000; in the data active = inhibition above about 30%; note: 0% = vehicle wells with enzyme and 100% = no enzyme wells
* = called active by the depositor; & = joins results of further samples.

| Compound | TcdB GH inh | CCHF vOTU inh |
| --- | --- | --- |
| Nc1ccn([C@@H]2O[C@H](C(=O)N[C@H](Cc3ccccc3)C(=O)N3CCN(CCO)CC3)[C@@H](O)[C@H]2O)c(=O)n1 | 1.3 | -1.4 |
| CC1(C(=O)Nc2ccc3c(c2)OCCO3)CN(S(C)(=O)=O)CC(=O)N1CCCN1CCOCC1 (stereo not drawn) | 2.0 | 8.4 |
| CC(C)CN1C(=O)CN(S(C)(=O)=O)CC1(C)C(=O)NC(C)C (stereo not drawn) | 0.6 | 2.1 |
| CC(=O)C1=C(C)N(Cc2ccc(Cl)cc2)C(=S)NC1c1ccccc1 (stereo not drawn) | 0.3 | 8.3 |
| COc1ccc(CN2C[C@H](COCc3ccccc3)Oc3cccc(N4CCCC4)c3S2(=O)=O)cc1 | -0.9 | -4.6 |
| CN1CCN(C(=O)C[C@H]2CC[C@H]3[C@@H](COC[C@@H](O)CN3C(=O)C3CCCC3)O2)CC1 | -1.2&0.2 | 5.9 |
| CC(C)[C@H](NC(=O)c1ccc(Cl)c(Cl)c1)C(=O)N1CCC[C@H]1C(=O)NCc1ccccc1 | 1.6 | 1.2 |
| Cc1noc(C)c1NC(=O)Nc1ccc2c(c1)C(=O)N(C)[C@H]1CC[C@H](CC(=O)NCc3ccc(Cl)cc3)O[C@@H]1CO2 | -0.4 | -3.4 |
| CCOC(=O)[C@]12CCCC=C1N(Cc1ccccc1)C(=O)[C@H](CC(=O)NCC13CC4CC(CC(C4)C1)C3)C2 | 1.3 | 14.0 |
| CSCCC(c1nc2ccccc2[nH]1)n1c(-c2cc(C(F)(F)F)cc(C(F)(F)F)c2)nc2ccccc21 (stereo not drawn) | 0.7 | 23.7 |
| O=C(C(=O)N1CCN(C(=O)c2ccco2)CC1)c1ccccc1 | 0.2 | -1.3 |
| COC(=O)C1=C(C)N(Cc2ccccc2C(F)(F)F)C(=NCc2cc(OC)c(OC)c(OC)c2)NC1c1ccc(Cl)cc1 (stereo not drawn) | 0.2 | 8.5 |
| CCc1cccc(-n2c(C)cc(O)cc2=O)c1 | 2.4 | 17.4 |
| COC(=O)C[C@@H]1CC[C@H](NC(=O)CC2CC2)[C@@H](CO)O1 | 0.1 | -4.7 |
| CCNC(=O)N1CCN(c2ccc(N3CCN(Cc4ccccc4)[C@@H](C)C3)c(C)c2)[C@H](C)C1 | -15.8 | -1.9 |
| O=C(Nc1ccc2c(c1)OCCO2)C(c1ccc(C(F)(F)F)cc1)n1c(=O)c(-c2cc3ccccc3[nH]2)nc2ccccc21 (stereo not drawn) | -0.3 | 6.7 |
| CC(=O)C1=C(C)N(Cc2ccc(Cl)cc2)C(=S)NC1c1ccc(F)cc1 (stereo not drawn) | 1.9 | 5.1 |
| Nc1ccn([C@@H]2O[C@H](C(=O)N3CCN(C(=O)C(F)(F)F)CC3)[C@@H](O)[C@H]2O)c(=O)n1 | -0.2 | -12.4 |
| Nc1c(-c2ccc(F)c(F)c2)nc2ncccn12 | -0.3 | 13.3 |
| COc1cccc(C(=O)N2CCC[C@@H]2C(=O)N2CCC[C@@H]2C(=O)NCc2ccccc2)c1 | -2.6 | -7.5 |
| O=C(Nc1ccc(F)cc1)C(c1ccncc1)N1CCN(C(=O)c2ccco2)CC1 (stereo not drawn) | 0.1 | 2.2 |
| COC(=O)Cc1nnn2c1[C@H](C)[C@@H](OC)c1cc(Br)ccc1-2 | 0.2 | -5.2 |
| COc1cc2c(cc1OC)[C@@H](NC(=O)c1ccncc1)[C@H](C)[C@H]2c1ccccc1 | 0.9 | -4.1 |
| COC(=O)C1=C(C)N(C)C(=NCc2cccc(C(F)(F)F)c2)NC1c1ccc(C(F)(F)F)cc1 (stereo not drawn) | 1.9 | 17.4 |
| COC(=O)c1cc2c(c3c4cc(F)ccc4n(S(=O)(=O)c4ccc(C)cc4)c13)C(=O)N(C)C2 | 0.5 | -0.5 |
| O=c1c2c3c(sc2n(CCN2CCOCC2)c(=O)n1C1CCCCC1)CCCCC3 | 0.4 | -9.4 |
| Nc1[nH]c(C(=O)c2ccccc2)c(-c2ccc(Cl)cc2)c1C(=O)c1c[nH]c2ccccc12 | 1.3 | -2.1 |
| CCCCCNC(=O)C(c1ccc(-c2ccccc2)cc1)n1c(=O)c(-c2cc3ccccc3[nH]2)nc2ccccc21 (stereo not drawn) | -0.6 | -9.7 |
| O=[N+]([O-])c1ccc(Sc2nc3ccccc3[nH]2)c(Cl)c1 | -0.4 | -0.1 |
| C[C@@H]1CN([C@H](C)CO)C(=O)c2cc(NS(=O)(=O)c3ccccc3)ccc2O[C@@H](C)CCCCO[C@@H]1CN(C)Cc1ccc(Cl)c(Cl)c1 | 0.8&1.9 | 7.2 |
| CC(C)NC(=O)N[C@H]1C[C@@H]2O[C@H](CO)CC[C@@H]2O[C@@H]1CCc1ccc(-c2ccccc2F)cc1 | -2.6 | 2.6 |
| COC(=O)C1=C(C)N(Cc2ccccc2C(F)(F)F)C(=NCc2ccc(C(F)(F)F)cc2)NC1CCc1ccccc1 (stereo not drawn) | 2.9 | 3.8 |
| COC(=O)c1cc2c(c3c4cc(C)ccc4n(S(=O)(=O)c4ccc(OC)cc4)c13)C(=O)N(Cc1ccc(C(F)(F)F)cc1)C2 | 1.2 | 17.2 |
| CC(C)(C)OC(=O)N1CCC[C@@H]1C(=O)N1CCC[C@H]1C(=O)NCc1ccccc1 | -0.1 | -10.2 |
| Cc1cc2c(c(=O)o1)[C@@]1(C(=O)N(C)c3ccccc31)C1=C(CC(C)(C)CC1=O)O2 | -0.3 | 1.4 |
| COc1cccc(C(=O)N[C@H](C(=O)N2CCC[C@H]2C(=O)NCCc2ccccc2Cl)C2CCCCC2)c1 | 0.4 | 3.4 |
| COc1ccc(C(C(=O)Nc2c(C)cccc2C)N2CCN(C)CC2)cc1 (stereo not drawn) | 0.9 | -8.8 |
| O=Cc1ccc([B-](F)(F)F)o1 | -12.7 | 3.0 |
| COC(=O)[C@H](Cc1ccccc1)N1C[C@@H](N2CCC[C@H]2C)CS1(=O)=O | -0.2 | 12.5 |
| CNC[C@H]1OCc2cnnn2CCCC(=O)N([C@@H](C)CO)C[C@@H]1C | 0.8&0.9 | -0.2 |
| Cc1ccc(S(=O)(=O)N(C)[C@H]2C[C@H]3c4[nH]c5cccc(-c6ccccc6)c5c4CCN3C(=O)[C@H]2[C@H](C)O)cc1 | 1.4 | -117.4 |
| CCC(C(=O)NCc1ccccc1)n1c(-c2cccs2)nc2ccccc21 (stereo not drawn) | 0.1 | -4.1 |
| CC(=O)Nc1ccc(S(=O)(=O)NCC2CCN(C(=O)C(=O)c3cccs3)CC2)cc1 | 0.8 | -1.0 |
| CC(C)(C)NC(=O)C(C1CC1)n1c(-c2ccccc2)nc2ccccc21 (stereo not drawn) | 0.3 | -12.0 |
| CC(C)C[C@H](NC(=O)c1ccc(Cl)c(Cl)c1)C(=O)N1CCC[C@H]1C(=O)NCc1ccccc1 | 2.1 | 9.7 |
| C[C@@H]1NS(=O)(=O)c2cccc(Cl)c2O[C@@H]1c1ccccc1 | -0.5 | -7.9 |
| Cc1cccc(C)c1NC(=O)C1(C)CSCC(=O)N1CCc1ccc(O)cc1 (stereo not drawn) | -4.1 | 17.8 |
| COCCCNC(=O)C[C@H]1C[C@@]2(C(=O)OC)C(=C[C@H](C(C)(C)C)O[C@@H]2C)N(Cc2ccc3c(c2)OCO3)C1=O | 0.9 | 4.2 |
| C=CC(=O)NC1CCCCN(CCC)C1=O (stereo not drawn) | -0.2 | -3.0 |
| CCCNC(=O)N[C@H]1CC[C@@H](CCn2cc(-c3cccc(F)c3)nn2)O[C@@H]1CO | 0.4&0.3 | -10.5 |

Next entries:
| Compound | TcdB GH inh | CCHF vOTU inh |
| --- | --- | --- |
| CCCCc1c(-c2ccccc2OC)ncn1Cc1cccc(OC)c1 | 2.2 | 7.6 |
| Cc1cc(Nc2ccc(OC(F)F)cc2)cc(=O)n1-c1ccc(OC(F)F)cc1 | 0.3 | 11.5 |
| CCOC(=O)CC1(Cc2ccccc2)Oc2ccccc2O1 | 0.4 | 17.1 |
| CC(=O)C1=C(C)N(Cc2ccc(F)cc2)C(=S)NC1c1cccc(Br)c1 (stereo not drawn) | 1.0 | 11.1 |
| Cc1csc(-c2nc3ccccc3n2C(C(=O)Nc2c(C)cccc2C)C2CC2)c1 (stereo not drawn) | -2.2 | 7.7 |
| C=CCN1C(=O)c2n[nH]c(COC)c2C1c1ccc(Br)cc1 (stereo not drawn) | 1.1 | 7.6 |
| CCc1c(-c2ccccc2F)ncn1Cc1cccc(-c2ccccc2)c1 | 0.4 | 3.3 |
| CCCCCNC(=O)C(CCc1ccccc1)n1c(=O)c(-c2cc3ccccc3[nH]2)nc2ccccc21 (stereo not drawn) | -0.2 | 8.8 |
| Nc1[nH]c(C(=O)c2ccccc2)c(-c2ccccc2)c1C(=O)NCCc1c[nH]c2ccccc12 | 1.8 | 6.0 |
| CC1CCCCN1S(=O)(=O)c1cc2c(=O)nc3ccccn3c2cc1Cl (stereo not drawn) | 1.0 | 3.1 |
| C=CCO[C@H]1CN(C(=O)OC)[C@@H](c2ccccc2Br)C[C@H]1OCC=C | 0.6 | 3.6 |
| O=C(CC1CCCC1)N[C@H](C(=O)N1CCC[C@H]1C(=O)NC1CCCC1)C1CCCCC1 | -5.9 | 2.2 |
| COC(=O)C1C(c2ccccc2)CC2CCC1N2C (stereo not drawn) | 0.8 | -0.4 |
| O=[N+]([O-])c1ccc(OC2OCC(O)C(O)C2O)cc1 (stereo not drawn) | 1.7 | 5.6 |
| COC(=O)C[C@H]1C=C[C@H](NS(=O)(=O)c2cn(C)cn2)[C@@H](CO)O1 | 1.0 | 13.9 |
| Cc1onc(-c2ccccc2)c1C(=O)NN=Cc1cc(Cl)cc(Cl)c1O | -0.8 | -14.0 |
| CCc1cc2c(nc1CC)CCCN2S(=O)(=O)c1ccc(C#N)cc1 | 1.3 | -3.4 |
| CCOC(=O)[C@]12CCCC=C1N(Cc1ccccc1)C(=O)[C@H](CC(=O)N1CCOCC1)C2 | 0.9 | 14.2 |
| COc1ccccc1CCn1cnc(-c2cccc(Cl)c2)c1CC(C)C | 0.6 | 16.2 |
| Cc1cc2c(cc1C)-n1nnnc1C(N1CCN(c3ccccc3F)CC1)C(=O)N2 (stereo not drawn) | 0.6 | 9.3 |
| C[C@H]1CN([C@@H](C)CO)C(=O)CCCn2cc(nn2)CO[C@@H]1CN(C)C(=O)c1ccccc1 | -1.5&0.9 | -6.6 |
| O=C(NC1CCCC1)C(C1CC1)n1c(C2CCCC2)nc2ccccc21 (stereo not drawn) | 1.0 | -7.6 |
| CC(C)[C@H](NC(=O)c1ccco1)C(=O)N1CCC[C@H]1C(=O)NCc1ccccc1 | 1.6 | -8.8 |
| N#Cc1ccc(C(C(=O)NC2CCCCC2)n2c(=O)c(-c3ccccc3)nc3ccccc32)cc1 (stereo not drawn) | 0.5 | -12.4 |
| COc1ccc2nc3n(c(=O)c2c1)-c1ccccc1C(=O)NC3Cc1ccccc1 (stereo not drawn) | 0.8 | 8.8 |
| Cc1ccc(CN2C(=O)CSCC2(C)C(=O)Nc2c(C)cccc2C)cc1 (stereo not drawn) | 1.5 | 3.2 |
| COC(=O)[C@@]12C[C@@H](CC(=O)NCCCN3CCCC3=O)C(=O)N(Cc3cccc4ccccc34)C1=CCC(C)(C)C2 | 0.8 | -0.1 |
| CCCCNC(=O)c1nc(C2CCN(S(=O)(=O)c3ccc(OC(F)(F)F)cc3)CC2)oc1-c1ccccc1 | 1.1 | 13.6 |
| O=C(CSc1nc2ccc(Nc3nc(N4CCOCC4)nc(N4CCOCC4)n3)cc2s1)Nc1ccccc1 | -0.1 | -14.2 |
| O=C(NCc1ccccc1)[C@@H]1CCCN1C(=O)[C@@H](NS(=O)(=O)c1ccc(F)cc1F)c1ccccc1 | 0.4 | 4.5 |

A second format for part of the listing above.
Below each SMILES – TcdB GH inh, CCHF vOTU inh
> Cc1cc2c(cc1C)-n1nnnc1C(N1CCN(c3ccccc3F)CC1)C(=O)N2 (stereo not drawn)
 : 0.6, 9.3
> C[C@H]1CN([C@@H](C)CO)C(=O)CCCn2cc(nn2)CO[C@@H]1CN(C)C(=O)c1ccccc1
 : -1.5&0.9, -6.6
> O=C(NC1CCCC1)C(C1CC1)n1c(C2CCCC2)nc2ccccc21 (stereo not drawn)
 : 1.0, -7.6
> CC(C)[C@H](NC(=O)c1ccco1)C(=O)N1CCC[C@H]1C(=O)NCc1ccccc1
 : 1.6, -8.8
> N#Cc1ccc(C(C(=O)NC2CCCCC2)n2c(=O)c(-c3ccccc3)nc3ccccc32)cc1 (stereo not drawn)
 : 0.5, -12.4
> COc1ccc2nc3n(c(=O)c2c1)-c1ccccc1C(=O)NC3Cc1ccccc1 (stereo not drawn)
 : 0.8, 8.8
> Cc1ccc(CN2C(=O)CSCC2(C)C(=O)Nc2c(C)cccc2C)cc1 (stereo not drawn)
 : 1.5, 3.2
> COC(=O)[C@@]12C[C@@H](CC(=O)NCCCN3CCCC3=O)C(=O)N(Cc3cccc4ccccc34)C1=CCC(C)(C)C2
 : 0.8, -0.1
> CCCCNC(=O)c1nc(C2CCN(S(=O)(=O)c3ccc(OC(F)(F)F)cc3)CC2)oc1-c1ccccc1
 : 1.1, 13.6
> O=C(CSc1nc2ccc(Nc3nc(N4CCOCC4)nc(N4CCOCC4)n3)cc2s1)Nc1ccccc1
 : -0.1, -14.2
> O=C(NCc1ccccc1)[C@@H]1CCCN1C(=O)[C@@H](NS(=O)(=O)c1ccc(F)cc1F)c1ccccc1
 : 0.4, 4.5

(next part)
| Compound | TcdB GH inh | CCHF vOTU inh |
| --- | --- | --- |
| Cc1ccc2oc(=O)c3cc(C(=O)NCCCN4CCC(C)CC4)sc3c2c1 | 0.3 | 3.9 |
| COc1ccc(C(C(=O)Nc2ccc3c(c2)OCCO3)n2c(=O)c(-c3cc4ccccc4[nH]3)nc3ccccc32)cc1 (stereo not drawn) | 0.5 | -17.0 |
| C[C@H]1CN([C@@H](C)CO)C(=O)c2c(c3ccccc3n2C)-c2ccccc2CO[C@H]1CN(C)C(=O)Nc1cccc(F)c1 | 0.1 | 9.1 |
| COc1ccc(CN2C(=O)CN(S(C)(=O)=O)CC2(C)C(=O)Nc2c(C)cccc2C)cc1OC (stereo not drawn) | 1.7 | 7.4 |
| CCOC(=O)[C@@H]1CSCCS(=O)(=O)N1C(=O)[C@H](Cc1ccccc1)NC(=O)OC(C)(C)C | -0.3 | -2.3 |

A portion of the library; count on the stated rates, not on these rows.
